Assay outcomes as filed in PubChem BioAssay.
Abeta rescue – A-beta toxicity reversal in yeast; yeast expressing A-beta42, growth rescue, OD600, 48 h; response scale: 0% DMSO, 100% iron-clioquinol control; Potency, µM (series often up to 46.1 µM), for inactives: at the top dose growth rescue, most hits filed as activators; actives 0.063% (n = 410,000); AID 1347071; note: potency is the fitted concentration of half-maximal effect; nearly all actives have a fitted effect of over 55% in size
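Growth rescue measured by 600 nm absorbance after 48 h yeast culture at 30 C with compound. Values normalized between DMSO and an equimolar ferric chloride plus clioquinol control.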
TDP-43 yeast inh – inhibitors of TDP-43 toxicity in yeast; TDP-43 expressing yeast growth rescue, BacTiter-Glo, 24 h; Potency, µM (titrated, usually from 46.1 µM), for the others: at the top dose growth rescue (activation), usual class: activators; actives 1.8% (n = 410,000); note: potency is the fitted concentration of half-maximal effect; % of control where 0% means no effect; nearly all actives have a fitted effect of over 50% in size
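In this qHTS, compounds that restore growth of yeast expressing TDP-43 appear as activators. Cells (OD600=0.02, galactose medium, raffinose-pregrown) are incubated with compound 24 hr at 30 deg C and growth is quantified by BacTiter-Glo.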
FUS suppressor – FUS proteinopathy suppression in yeast; Potency, µM (highest dose often 76.6 µM), for the others: top-dose growth rescue (activation), most hits filed as activators; actives 0.24% (n = 390,000); S. cerevisiae FUS-expressing, growth rescue, OD600, 24 h;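 note: potency is the fitted concentration of half-maximal effect; plate controls were DMSO vehicle for no effect and reference control for full effect; nearly all actives have a fitted effect of over 55% in size; some results filed as inactive show a strong effect at the top dose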
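Quantitative HTS measuring growth restoration of FUS-toxic yeast. Galactose-induced cells (OD 0.005) were exposed 24hr at 30C to compounds at several concentrations, then absorbance at 600 nm was recorded.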
pAkt inh – Akt phosphorylation inhibition. Neuro2A IGF-stimulated pAkt S473 HTRF, 20 min; active compounds read low. activity change, % for hits at 50 µM. actives 0.32% (n = 360,000); in the data active = activity change below about -80%; inconclusive = mostly about -51% to -80%; note: % is set by controls: 0 for no effect and ±100 for the full control effect
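Single-point screen (50 µM final compound) in Neuro2A cells stimulated 20 min with 6 nM IGF at 37 deg C. After lysis, Ser473-phosphorylated Akt read by HTRF (ex 330 nm, em 615/665 nm) as the 665/615 ratio.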
Mm-Cpn inhibitor – blocks the Methanococcus maripaludis chaperonin Mm-Cpn. purified Mm-Cpn ATPase, ADP Transcreener TR-FRET. Potency, µM (highest dose often 76.9 µM), for the others: at the highest dose activity, negative = inhibition, actives largely listed as inhibitors. actives 0.031% (n = 330,000). AID 504842; note: potency is the fitted concentration of half-maximal effect; % is set by controls: 0 for no effect and ±100 for the full control effect; nearly all actives have a fitted effect of over 80% in size
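Eu-cryptate anti-ADP/ADP-d2 competition gives a ratio inversely related to ADP. Enzyme at 25 nM was pre-exposed to compound for 10 min, then given 10 uM ATP for 30 min, 37°C throughout.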
GLP1R cytotox – cytotoxic in the GLP-1 receptor inverse agonist counter-screen; HEK293 cAMP-luciferase reporter cells, luminescence, 24 h; Potency, µM (highest dose often 38.3 µM), inactives show at the top dose activity change, negative = inhibition, hits mostly inhibitors; actives 0.13% (n = 410,000);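 note: loss of luciferase light is scored as toxicity; potency is the fitted concentration of half-maximal effect; % is set by controls: 0 for no effect and ±100 for the full control effect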
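Step one: seed cells (200 cells/uL, DMEM with 10% Nu serum, 1% pen-strep). Step two: 12-hour incubation at 37 deg C. Step three: pin 23 nL compound, incubate 24 hr. Step four: add luciferase reagent, read luminescence 12 min later.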
aSyn rescue – inhibitors of alpha-synuclein toxicity in yeast. actives 0.14% (n = 370,000). Potency, µM (top dose mostly 46.1 µM), for inactives: at the highest dose growth rescue (activation), hits mostly activators. Yeast expressing alpha-synuclein, growth rescue, BacTiter-Glo, 24 h; note: potency is the fitted concentration of half-maximal effect; % of control where 0% means no effect; nearly all actives have a fitted effect of over 65% in size
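Rescue of yeast growth: cells expressing toxic alpha-synuclein, induced in galactose at OD600 0.02, incubated with compound 24 h at 30 C. ATP luminescence quantified growth; inhibitors of toxicity appear as activators.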
GLP1R inv ag – GLP-1 receptor (human) inverse agonism; HEK293 GLP-1R CRE-luciferase, luminescence, 24 h; GLP-1R form is constitutively active; Potency, µM (doses to about 38.3 µM), for inactives: top-dose activity change, negative = inhibition, hits mostly inhibitors; actives 1.6% (n = 410,000); note: potency is the fitted concentration of half-maximal effect; % is set by controls: 0 for no effect and ±100 for the full control effect; nearly all actives have a fitted effect of over 55% in size
Target sequence (P43220 whole entry, looked up): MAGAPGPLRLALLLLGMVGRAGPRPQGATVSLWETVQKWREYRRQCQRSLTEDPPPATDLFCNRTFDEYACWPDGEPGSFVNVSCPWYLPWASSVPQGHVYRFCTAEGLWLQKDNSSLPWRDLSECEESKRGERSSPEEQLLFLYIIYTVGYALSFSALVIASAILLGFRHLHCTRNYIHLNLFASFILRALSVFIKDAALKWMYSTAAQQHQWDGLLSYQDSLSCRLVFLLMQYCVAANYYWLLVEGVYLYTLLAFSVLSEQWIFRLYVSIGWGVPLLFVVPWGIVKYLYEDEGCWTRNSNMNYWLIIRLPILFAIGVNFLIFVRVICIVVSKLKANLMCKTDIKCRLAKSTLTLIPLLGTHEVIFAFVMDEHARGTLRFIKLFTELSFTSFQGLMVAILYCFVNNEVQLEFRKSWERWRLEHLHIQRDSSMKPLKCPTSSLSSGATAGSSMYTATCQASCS
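Luminescence readout: a drop in cAMP-driven luciferase signal flags inverse agonism at a constitutively active GLP-1R stably expressed in HEK293. Compound exposure lasted 24 hr at 37 deg C, 5% CO2.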
PTHR1 agonist – PTHR1 (human) receptor agonism | AID 743266 | Q03431 | Potency, µM (doses to about 115 µM), without a hit: at the highest dose activation, most hits filed as activators | HEK293 GP2 PTHR1 cells, GloSensor cAMP luminescence, 1 h | actives 0.075% (n = 410,000); note: potency is the fitted concentration of half-maximal effect; nearly all actives have a fitted effect of over 55% in size; some results filed as inactive show a strong effect at the top dose; inactives centre near -15; many of its hits are not listed in these tables
Target sequence (Q03431 whole entry, looked up): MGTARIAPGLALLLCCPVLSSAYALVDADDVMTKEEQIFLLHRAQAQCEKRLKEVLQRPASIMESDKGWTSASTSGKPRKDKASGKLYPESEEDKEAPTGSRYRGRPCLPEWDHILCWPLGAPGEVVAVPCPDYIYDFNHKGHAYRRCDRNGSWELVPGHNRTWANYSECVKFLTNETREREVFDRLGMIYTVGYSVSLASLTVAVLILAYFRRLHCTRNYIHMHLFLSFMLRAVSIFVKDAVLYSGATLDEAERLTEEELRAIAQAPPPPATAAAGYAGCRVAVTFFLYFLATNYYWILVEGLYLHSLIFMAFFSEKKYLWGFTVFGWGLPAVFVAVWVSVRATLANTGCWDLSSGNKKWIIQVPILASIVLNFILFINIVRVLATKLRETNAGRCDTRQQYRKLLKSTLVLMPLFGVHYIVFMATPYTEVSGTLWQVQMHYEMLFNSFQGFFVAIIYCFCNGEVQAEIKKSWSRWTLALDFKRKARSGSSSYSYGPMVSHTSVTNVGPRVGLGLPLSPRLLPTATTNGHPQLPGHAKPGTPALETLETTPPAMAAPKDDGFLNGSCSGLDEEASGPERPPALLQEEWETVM
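HEK-293-derived GP2 cells expressing PTHR1 and a GloSensor cAMP reporter, 3,000/well, plated overnight, given luciferin plus IBMX (each 0.5 mM as added) for 1 h at 37 °C, then compound for 1 h at 37 °C. Luminescence was read after 15 min at room temperature.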
* = called active by the depositor; i = inactive; u = inconclusive; x = not tested or not shown; [ ] = another dose, or the depositor's remark. Unless noted, calls come from the whole dose curve; as a rule, active = well fitted curve in the direction sought with a large enough effect; inconclusive = small, poorly fitted or top-dose-only effect, or another doubt; inactive = no such curve, though single readings can be large; an effect the other way counts as inactive or inconclusive. These rows are one share of the data (hit frequency here may not be typical).

No.	SMILES	Abeta rescue	TDP-43 yeast inh	FUS suppressor	pAkt inh	Mm-Cpn inhibitor
1	CC(C)n1nc(C(=O)Nc2cccc(S(=O)(=O)NCc3ccco3)c2)c2ccccc2c1=O	10%	17%	u	i	-4%
2	O=C(Cc1ccc(Cl)cc1)Nc1ccc(C(=O)N2CCCCC2)cc1	8%	9%	34%	i	-10%
3	COc1cccc(NC(=O)CNC(=O)c2ccc(OC)c(OC)c2)c1	-8%	1%	20%	i	0%
4	COc1ccccc1-c1nc(S(=O)(=O)c2ccc(Cl)cc2)c(N(C)C)o1	-2%	-10%	-1%	i	0%
5	CCc1ccc(-c2csc3[n+]2CCN3C(C)=O)cc1	24%	u	17%	i	-3%
6	CCC(C)(C(=O)Nc1ccc(OC)cc1)N(C)C(=O)Cn1nnnc1N (stereo not drawn)	-3%	-13%	1%	i	0%
7	Cc1ncc(C[n+]2csc(CCOC(=O)CC3C4CC5CC(C4)CC3C5)c2C)c(N)n1 (stereo not drawn)	-4%	21%	7%	i	-9%
8	O=C(NCCN1CCOCC1)c1cc(-c2ccccc2Cl)on1	2%	0%	-1%	i	-1%
9	Cc1c(C)c2c(c(C)c1O)CC[C@@](C)(CCC[C@H](C)CCC[C@H](C)CCCC(C)C)O2	-2%	10%	-1%	i	x
10	COc1ccc(S(=O)(=O)/N=C2\C=C(NS(=O)(=O)c3ccccc3)C(=O)c3ccccc32)cc1	21%	-19%	35%	i	-8%

No.	GLP1R cytotox	aSyn rescue	GLP1R inv ag	PTHR1 agonist
1	-9%	2%	-13%	-9%
2	-9%	2%	u	-64%
3	-2%	1%	16%	-17%
4	3%	-8%	-3%	i
5	0%	1%	0%	i
6	2%	2%	10%	i
7	-16%	7%	-22%	i
8	-8%	0%	4%	i
9	-2%	0%	14%	-7%
10	u	-11%	u	-27%

4 of the compounds above, with two lines to a compound:
Each structure is followed by: Abeta rescue | TDP-43 yeast inh | FUS suppressor | pAkt inh | Mm-Cpn inhibitor | GLP1R cytotox | aSyn rescue | GLP1R inv ag | PTHR1 agonist
#4 COc1ccccc1-c1nc(S(=O)(=O)c2ccc(Cl)cc2)c(N(C)C)o1
    -2% | -10% | -1% | i | 0% | 3% | -8% | -3% | i
#5 CCc1ccc(-c2csc3[n+]2CCN3C(C)=O)cc1
    24% | u | 17% | i | -3% | 0% | 1% | 0% | i
#6 CCC(C)(C(=O)Nc1ccc(OC)cc1)N(C)C(=O)Cn1nnnc1N (stereo not drawn)
    -3% | -13% | 1% | i | 0% | 2% | 2% | 10% | i
#7 Cc1ncc(C[n+]2csc(CCOC(=O)CC3C4CC5CC(C4)CC3C5)c2C)c(N)n1 (stereo not drawn)
    -4% | 21% | 7% | i | -9% | -16% | 7% | -22% | i

Remaining list, next part.
No.	SMILES	Abeta rescue	TDP-43 yeast inh	FUS suppressor	pAkt inh	Mm-Cpn inhibitor
11	Oc1ccccc1/C=N/NC(=S)NC1CC2C=CC1C2 (stereo not drawn)	11µM*	16%	1%	i	-3%
12	COC(=O)c1ccc(NC(=O)c2cc3sccc3n2C)cc1	3%	24%	39%	i	-15%
13	CCOc1ccccc1NS(=O)(=O)c1c[nH]c(C(=O)OC)c1	17%	23%	-11%	i	-17%
14	CCN(CC)C(=O)COc1ccc(-c2nnc(N3CCCCC3)c3ccccc23)cc1	8%	21%	22%	i	-1%
15	Cc1ccc2sc(N(CCCN(C)C)C(=O)c3nc4ccccc4s3)nc2c1C	-54%[inhibitor]	-10%	14%	i	-7%
16	O/N=C1/C2C3C(Br)C4C5CC(C1C53)C24 (stereo not drawn)	-18%	7%	-13%	i	1%
17	Cc1cc(C)nc(NS(=O)(=O)c2ccc(NC(=S)NC(=O)c3ccco3)cc2)n1	-22%	9%[9.22 µM]	13%	i	-2%
18	COc1ccccc1CN1C(=S)SC(C)(C)C1NO (stereo not drawn)	5%	-5%	8%	i	-1%
19	CCOC(=O)C(Cc1ccnc2ccccc12)=NO	21%	-9%	-6%	i	x
20	Cc1cc(C)n(-c2ncc(C#N)cn2)n1	2%	-4%[9.22 µM]	18%	i	u

No.	GLP1R cytotox	aSyn rescue	GLP1R inv ag	PTHR1 agonist
11	0%	24%	7.9µM*	-11%
12	-4%	-20%	-7%	-48%[inhibitor]
13	-7%	4%	u	i
14	-29%	2%	-20%	-33%
15	-7%	-2%	u	i
16	-6%	-12%	11%	i
17	0%[7.66 µM]	1%	-12%[7.66 µM]	i
18	-2%	-3%	u	i
19	-4%	1%	-3%	-23%
20	1%[7.66 µM]	-2%	-3%[7.66 µM]	i

New compounds follow.
No.	SMILES	Abeta rescue	TDP-43 yeast inh	FUS suppressor	pAkt inh	Mm-Cpn inhibitor
21	COc1ccc(OCC(=O)Nc2ccc(O)c(-c3nc4ccccc4s3)c2)cc1	-12%	7%	12%	x	x
22	O=C1CSC2(C(=O)N3CCCc4cccc2c43)N1c1cccc(C(F)(F)F)c1 (stereo not drawn)	-2%	10%	23%	u	0%
23	O=C(c1ccc(CS(=O)(=O)c2ccccc2)o1)N1CCN(c2ccccc2)CC1	1%	-6%	-2%	i	1%
24	Cc1ccc(-n2ncc(C(=O)NC3CCCCC3)c2C2CCN(C(=O)OC(C)(C)C)CC2)cc1	-9%	-5%	-22%	x	x
25	CCOc1ccc(CNC(=O)CCCn2c(=O)c3cccn3c3ccccc32)cc1	6%	4%	13%	x	x
26	COc1cc(/C=N/O)cc(Cl)c1OC	29%	u	x	i	-2%
27	Cc1nc(C)c(-c2csc(Nc3cccnc3)n2)s1	-17%	-1%	19%	i	-3%
28	CCCn1c2ccccc2c2cnn(CC(=O)N(CCCOC)Cc3ccco3)c(=O)c21	-3%	-9%	14%	x	x
29	COCCCNC(=S)NNC(=O)C(O)(c1ccccc1)c1ccccc1	-11%	23%	-8%	i	2%
30	CN(CCC#N)C(=O)CC(Cc1ccccc1)C1CCOC(C)(C)C1 (stereo not drawn)	3%	-2%	6%	i	-1%

No.	GLP1R cytotox	aSyn rescue	GLP1R inv ag	PTHR1 agonist
21	17%	x	11%	-3%
22	8%	5%	-1%	-27%
23	-12%	-7%	-10%	-3%
24	-5%	x	12%	i
25	19%	x	1%	-6%
26	-7%	3%	4%	i
27	-6%	1%	26%	-5%[57.5 µM]
28	-19%	x	u	i
29	7%	1%	5%	-20%
30	-3%	0%	-1%	-18%

(list continues)
No.	SMILES	Abeta rescue	TDP-43 yeast inh	FUS suppressor	pAkt inh	Mm-Cpn inhibitor
31	COC(=O)c1ccc(CN(c2ccccc2Cl)S(C)(=O)=O)cc1	11%	16%	11%	i	0%
32	O=C(NNCc1ccccc1)c1ccccn1	-15%	-19%	13%	i	x
33	CCC1CN(C(=O)N2CCC(C(=O)O)CC2)c2cc(C)ccc2O1 (stereo not drawn)	3%	17%	17%	x	x
34	COC(=O)C1CCN(c2c([N+](=O)[O-])cc(C(F)(F)F)cc2[N+](=O)[O-])CC1	-26%	u	2%	i	0%
35	CC(=O)c1c(C)[nH]c(C(=O)NCCc2c[nH]c3ccccc23)c1C	-7%	-11%	17%	i	0%
36	COc1cc(CN2CCNC(=O)C2CC(=O)N(C)Cc2ncc[nH]2)cc(OC)c1 (stereo not drawn)	-16%	-20%	17%	i	-3%
37	COc1ccc(C(=O)OC2=C(C(=O)c3ccccc3)N(C)S(=O)(=O)c3ccccc32)cc1OC	-9%	2%	12%	x	x
38	O=C(C[n+]1cccc(NC(=O)c2ccccc2)c1)c1ccc(NC(=O)c2ccccc2)cc1	17%	17%	u	x	0%
39	C#CCOc1c(Cl)cc(C2C3=C(CCCC3=O)N(CC(=O)O)C3=C2C(=O)CCC3)cc1OC	-12%	x	18%	i	0%
40	C=CC[C@H](CC(=O)NCCO)C(=O)N[C@H](COC(=O)[C@H](CC=C)CC(=O)OC(C)(C)C)c1ccccc1	-6%	22%	14%	i	-3%

No.	GLP1R cytotox	aSyn rescue	GLP1R inv ag	PTHR1 agonist
31	-7%	1%	u	i
32	2%	-3%	u	-21%
33	3%	x	-3%	12%
34	-12%	4%	-7%	-21%
35	-3%	-3%	0%	-25%
36	15%	-1%	-1%	-1%
37	0%	x	27%	i
38	-23%	-7%	u	-25%[57.5 µM]
39	x	-5%	1%	-15%
40	4%	-2%	-12%	i

(next part)
No.	SMILES	Abeta rescue	TDP-43 yeast inh	FUS suppressor	pAkt inh	Mm-Cpn inhibitor
41	COc1cc(OC)c(C=O)c(OC(=O)N2CCOCC2)c1	-6%	8%	-18%	i	-3%
42	CC1CCN(S(=O)(=O)N2CCC(C(=O)O)CC2)CC1	-13%	-6%	-9%	i	0%
43	COc1cc(CNc2nc3c(C)cc(C)cc3s2)ccc1O	u	u	18%	i	1%
44	O=C(c1cccnc1Cl)N(Cc1ccccc1)Cc1ccccc1	6%	27%	15%	i	1%
45	C/C(=N/NC(=O)c1cnccn1)c1cccs1	7%	-2%	3%	i	0%
46	Cc1ccc(NC(=O)/C(=C\c2ccccc2)NC(=O)/C=C/c2ccccc2)cc1	17%	9%	31%	i	-2%
47	COc1ccc(C(=O)/C=C2/C(=O)Nc3ccccc32)cc1	4%	2.8µM*	17%	i	-1%
48	COc1ccc(-c2noc(COc3cc(C)ccc3C)n2)cc1OC	-1%	25%[9.22 µM]	38%	x	x

No.	GLP1R cytotox	aSyn rescue	GLP1R inv ag	PTHR1 agonist
41	-8%	0%	8%	-5%
42	40%[activator]	-6%	22%	-5%
43	1%	17%	u	-20%
44	8%	5%	u	-49%[inhibitor]
45	4%	-6%	-4%	i
46	5%	-4%	-2%	-1%[57.5 µM]
47	u	-53%[inhibitor]	u	-35%[inhibitor]
48	-8%	x	u	-26%
